PGK inhibitor: qHTS Assay to Find Inhibitors of Phosphoglycerate Kinase. Phosphoglycerate kinase, glycosomal (Trypanosoma brucei brucei), P07378. PGK/GAPDH coupled, Kinase-Glo luminescence, 60 min. Potency, µM (doses to about 57.5 µM), without a hit: at the top dose activity change, negative = inhibition, most hits filed as inhibitors. actives 0.043% (n = 380,000). AID 602233, 2012; note: % is set by controls: 0 for no effect and ±100 for the full control effect; nearly all actives have a fitted effect of over 60% in size
Target sequence (P07378 whole entry, looked up): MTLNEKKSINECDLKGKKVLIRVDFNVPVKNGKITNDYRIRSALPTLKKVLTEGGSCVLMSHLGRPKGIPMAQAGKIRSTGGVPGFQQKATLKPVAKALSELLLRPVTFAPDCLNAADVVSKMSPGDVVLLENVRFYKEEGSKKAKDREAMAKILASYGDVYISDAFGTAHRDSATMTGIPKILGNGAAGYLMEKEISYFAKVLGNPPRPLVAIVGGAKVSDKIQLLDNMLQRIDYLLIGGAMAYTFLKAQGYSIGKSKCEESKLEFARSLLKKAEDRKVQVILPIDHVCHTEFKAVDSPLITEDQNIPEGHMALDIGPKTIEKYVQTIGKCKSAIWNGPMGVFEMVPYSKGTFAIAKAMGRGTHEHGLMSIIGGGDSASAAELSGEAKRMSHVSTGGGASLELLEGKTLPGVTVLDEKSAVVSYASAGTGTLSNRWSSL
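Recombinant glycosomal PGK reaction used 1,3-bisphosphoglycerate generated in-well by GAPDH (100nM final) in 100mM TEA pH 7.6, 5mM MgCl2, 0.01% Tween-20. After 60 minutes at room temperature, ATP was read by Kinase-Glo Plus luminescence end-point.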
JMJD2A Tudor: qHTS Assay for Inhibitors of JMJD2A-Tudor Domain; Lysine-specific demethylase 4A (Homo sapiens), O75164; AlphaScreen JMJD2A-Tudor / H3K4me3 peptide binding; Potency, µM (doses to about 114 µM), without a hit: top-dose activity change, negative = inhibition, hits mostly inhibitors; actives 4.4% (n = 390,000); note: % is set by controls: 0 for no effect and ±100 for the full control effect; nearly all actives have a fitted effect of over 50% in size
Pin1 inhibitor: qHTS Assay to Find Inhibitors of Pin1 | Pin1 FP peptide displacement, HiFluor488, 10 min | Potency, µM (doses to about 115 µM), without a hit: at the highest dose activity, negative = inhibition, most hits filed as inhibitors | actives 0.009% (n = 390,000) | AID 504891, 2011; active = well fitted inhibition curve with a large enough effect in the polarisation, with a control signal flat, not every such curve was filed as active; inconclusive = small, poorly fitted or top-dose-only effect, or effect the other way, or a change in a side signal; inactive = no such curve, though single readings can be large or run the other way; the % refers to the polarisation; note: % is set by controls: 0 for no effect and ±100 for the full control effect
Target sequence (Q13526 whole entry, looked up): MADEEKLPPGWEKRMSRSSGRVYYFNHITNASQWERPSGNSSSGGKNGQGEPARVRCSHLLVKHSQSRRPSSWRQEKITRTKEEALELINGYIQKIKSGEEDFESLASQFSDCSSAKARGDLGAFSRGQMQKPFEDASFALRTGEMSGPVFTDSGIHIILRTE
G9a inh: qHTS Assay for Inhibitors of Histone Lysine Methyltransferase G9a; Histone-lysine N-methyltransferase EHMT2 (Homo sapiens), Q96KQ7; G9a H3K9 monomethylation, AlphaScreen, 2 h; Potency, µM (doses to about 102 µM), for inactives: at the highest dose activity, negative = inhibition, hits mostly inhibitors; actives 8.8% (n = 350,000); note: % is set by controls: 0 for no effect and ±100 for the full control effect; nearly all actives have a fitted effect of over 75% in size
Target sequence (Q96KQ7 913-1193 limits assumed): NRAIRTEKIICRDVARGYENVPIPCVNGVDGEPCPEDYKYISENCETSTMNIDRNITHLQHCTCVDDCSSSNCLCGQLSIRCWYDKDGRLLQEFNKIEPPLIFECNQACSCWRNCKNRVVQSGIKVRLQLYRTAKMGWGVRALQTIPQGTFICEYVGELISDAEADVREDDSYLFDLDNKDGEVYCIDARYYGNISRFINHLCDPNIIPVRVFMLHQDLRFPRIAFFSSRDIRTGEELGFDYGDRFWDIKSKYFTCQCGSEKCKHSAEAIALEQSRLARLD
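Step 1: enzyme (final 20 nM) with compound, 15 min RT. Step 2: substrate peptide 500 nM and SAM 20 uM, 2 h RT. Step 3: anti-H3K9me1 antibody and AlphaScreen beads, 10 min, then plate read.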
GLS inh: qHTS for Inhibitors of Glutaminase (GLS); Glutaminase kidney isoform, mitochondrial (Homo sapiens), O94925; AID 624170, 2012; actives 0.21% (n = 410,000); GLS enzymatic activity, qHTS titration; Potency, µM (doses to about 45.5 µM), for the others: at the highest dose activity change, negative = inhibition, actives largely listed as inhibitors; note: % is set by controls: 0 for no effect and ±100 for the full control effect
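Assay buffer: 45 mM KH2PO4 pH 8.2, 0.02% Tween-20. hKGA acts on L-glutamine (1 mM solution added); product glutamate is reported by an oxidase/peroxidase Amplex Red coupling, with fluorescence taken at baseline and 30 min.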
BLM inh: qHTS Assay for Inhibitors of Bloom's syndrome helicase (BLM) | RecQ-like DNA helicase BLM (Homo sapiens), P54132 | recombinant BLM DNA unwinding, fluorescence dequenching | Potency, µM (top dose mostly 56.1 µM), inactives show at the top dose activity change, negative = inhibition, actives largely listed as inhibitors | actives 0.2% (n = 350,000);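 note: plate controls were vehicle for no effect and no enzyme for full effect; nearly all actives have a fitted effect of over 35% in size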
BAZ2B block: qHTS Assay for Inhibitors of BAZ2B | AlphaScreen BAZ2B-H3K14Ac peptide displacement | Potency, µM (top dose mostly 114 µM), for the others: top-dose activity change, negative = inhibition, actives largely listed as inhibitors | actives 4.4% (n = 360,000); note: % is set by controls: 0 for no effect and ±100 for the full control effect; nearly all actives have a fitted effect of over 60% in size
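Multi-concentration screen (max 110 uM) measuring displacement of acetylated histone H3 peptide from BAZ2B by AlphaScreen, using 50 nM protein, 50 nM peptide and 10 ug/mL streptavidin donor plus Ni-chelate acceptor beads.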
POLI inh: qHTS for Inhibitors of Polymerase Iota. actives 1% (n = 390,000). Potency, µM (doses to about 115 µM), without a hit: at the top dose activity, negative = inhibition, actives largely listed as inhibitors. DNA polymerase iota (Homo sapiens), Q9UNA4. Pol iota fluorescent replication assay, 10 min
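Fluorescent replication assay read twice, at 0 min and 10 min after adding 50 nM (final) substrate. Enzyme (10 nM) and compounds were first incubated 15 min at room temperature; enzyme-free buffer wells were negative controls.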
HP1b binding inh: HTS for Inhibitors of HP1-beta Chromodomain Interactions with Methylated Histone Tails; Chromobox protein homolog 1 (Homo sapiens), P83916; AlphaScreen HP1-beta / biotin-H3K9me3 peptide binding; Potency, µM (titrated, usually from 114 µM), for the others: at the top dose activity change, negative = inhibition, actives largely listed as inhibitors; actives 0.56% (n = 390,000); AID 540317, 2011; note: nearly all actives have a fitted effect of over 70% in size; inactives centre near 23
Target sequence (P83916 whole entry, looked up): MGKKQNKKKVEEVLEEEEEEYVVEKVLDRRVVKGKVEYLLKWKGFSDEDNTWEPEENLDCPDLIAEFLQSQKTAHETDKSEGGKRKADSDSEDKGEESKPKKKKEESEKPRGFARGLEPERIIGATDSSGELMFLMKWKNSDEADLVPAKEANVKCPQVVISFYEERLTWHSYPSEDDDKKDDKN
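Compound inhibition of the preformed complex between 50 nM HP1-beta and 50 nM biotinylated H3K9me3 peptide was read by AlphaScreen. Buffer was PBS pH 7.4 with 0.01% Tween-20. Incubations ran 30 min at room temperature, with 10 ug/mL donor/acceptor beads.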
* hit, by the source's call; & = joins results of further samples; [ ] = another dose, or the depositor's remark. Unless noted, calls come from the whole dose curve; as a rule, active = well fitted curve in the direction sought with a large enough effect; inconclusive = small, poorly fitted or top-dose-only effect, or another doubt; inactive = no such curve, though single readings can be large; an effect the other way counts as inactive or inconclusive. Potency is the fitted concentration of half-maximal effect. The list is partial; the hit share may differ from the screen's.

How did CCOCCOC(=O)C(C)Sc1n[nH]c(=O)[nH]c1=O (stereo not given) do in these assays?
PGK inhibitor: -4%; JMJD2A Tudor: -19%; Pin1 inhibitor: -7%; G9a inh: inconclusive; GLS inh: 4%; BLM inh: -4%; BAZ2B block: -7%; POLI inh: 6%; HP1b binding inh: 42%[activator]

What do the screens show for `CCCn1c(Oc2ccccc2)nc2c1c(=O)n(C)c(=O)n2C`?
PGK inhibitor: 7%; JMJD2A Tudor: -12%; Pin1 inhibitor: -5%; GLS inh: 2%; BLM inh: 4%; BAZ2B block: 4%; POLI inh: 4%; HP1b binding inh: 32%

What do the screens show for `CC1(C)CC(=O)C2=C(C1)N(N1CCOCC1)C(N)=C(C#N)C2c1cccnc1` (stereo not given)?
PGK inhibitor: -1%; JMJD2A Tudor: -25%; Pin1 inhibitor: 1%; G9a inh: -7%[12.7 µM]; GLS inh: -4%; BLM inh: -2%; BAZ2B block: 9%; POLI inh: 5%; HP1b binding inh: 12%

Results for COC(=O)c1ccc(NC(=S)Nc2ccc(O)cc2)cc1 ?
PGK inhibitor: inactive; JMJD2A Tudor: -8%; Pin1 inhibitor: 1%; G9a inh: 50µM*; GLS inh: 3%; BLM inh: 0%; BAZ2B block: -5%; POLI inh: 26%; HP1b binding inh: 24%

Results for COCCNC(=O)c1c[nH]c2ccc(S(=O)(=O)N3CCC4(CC3)OCCO4)cc2c1=O ?
PGK inhibitor: -1%; JMJD2A Tudor: -3%; Pin1 inhibitor: -7%; G9a inh: 4%[12.7 µM]; GLS inh: 2%; BLM inh: 2%; BAZ2B block: 8%; POLI inh: 8%; HP1b binding inh: 17%

How did CCn1nc(NC(=O)c2ccncc2)c2cc3ccc(C)cc3nc21 do in these assays?
PGK inhibitor: 0%; JMJD2A Tudor: -13%; Pin1 inhibitor: 1%; G9a inh: 1%; GLS inh: -8%; BLM inh: 0%; BAZ2B block: 4%; POLI inh: 4%; HP1b binding inh: 57%[activator]

How did Cc1ccc(NC(=O)C(C)Sc2nnc3ccccn23)cc1 (stereo not given) do in these assays?
PGK inhibitor: inactive; JMJD2A Tudor: -8%; Pin1 inhibitor: -1%; GLS inh: -3%; POLI inh: 16%; HP1b binding inh: 57%[activator]

What do the screens show for `CCS(=O)(=O)c1ccc2oc(Nc3cc(C)cc(C)c3)nc2c1`?
PGK inhibitor: -6%; JMJD2A Tudor: -20%; Pin1 inhibitor: -1%; G9a inh: 89%[activator][59 µM]; GLS inh: 16%; BLM inh: -5%; BAZ2B block: -30%[57.1 µM]; POLI inh: 26%; HP1b binding inh: 12%

How did CCN(Cc1ccccc1)C(=O)c1ccc(N(C)S(=O)(=O)c2ccc(C)cc2)cc1 do in these assays?
PGK inhibitor: inactive; JMJD2A Tudor: -1%; Pin1 inhibitor: 11%; G9a inh: -28%; GLS inh: -11%; BAZ2B block: -2%; POLI inh: 8%; HP1b binding inh: 58%[activator]

Results for O=C(C1CCC1)N1CCCc2cc(S(=O)(=O)N3CCN(c4ccccc4)CC3)ccc21 ?
PGK inhibitor: -7%; JMJD2A Tudor: -19%&-25%; Pin1 inhibitor: 0%&3%; G9a inh: 21%; GLS inh: -1%&13%; BLM inh: -6%&-5%; BAZ2B block: -22%[57.1 µM]; POLI inh: 7%&18%; HP1b binding inh: 14%

Results for CCOC(=O)c1ccc(NC(=O)CS(=O)(=O)Cc2nc(-c3ccc(C)cc3)oc2C)cc1 ?
PGK inhibitor: -4%; JMJD2A Tudor: -11%; Pin1 inhibitor: 49%[activator]; G9a inh: -25%[59 µM]; GLS inh: 5%; BLM inh: -7%; BAZ2B block: -4%; POLI inh: -8%; HP1b binding inh: 22%

Results for Cc1c(C(=O)N2CCC(C(=O)Nc3ccc(F)c(Cl)c3)CC2)sc2nc[nH]c(=O)c12 ?
PGK inhibitor: -1%; JMJD2A Tudor: 1%; Pin1 inhibitor: 2%; G9a inh: 12%[59 µM]; GLS inh: 1%; BLM inh: -2%; BAZ2B block: 9%; POLI inh: 11%; HP1b binding inh: 29%[57 µM]

What do the screens show for `Cc1ccc(C)c(N(C)C(=O)c2cn(C)c(=O)c3ccccc23)c1`?
PGK inhibitor: 2%; JMJD2A Tudor: -14%; Pin1 inhibitor: 0%; G9a inh: 4%[59 µM]; GLS inh: 9%; BLM inh: -1%; BAZ2B block: 4%; POLI inh: -4%; HP1b binding inh: 30%

What do the screens show for `O=C(NCCc1ccccc1)C1CCC(=O)N(CCCN2CCCC2=O)C1` (stereo not given)?
PGK inhibitor: inactive; JMJD2A Tudor: -16%; Pin1 inhibitor: 1%; G9a inh: -4%; GLS inh: -2%; BLM inh: 1%; BAZ2B block: 5%; POLI inh: -15%; HP1b binding inh: 15%

What do the screens show for `Fc1ccc(-c2nn(-c3ccc(Cl)cc3)c3c2cnc2ccc(F)cc23)cc1`?
PGK inhibitor: -1%; JMJD2A Tudor: 10%; Pin1 inhibitor: -9%; G9a inh: -2%[12.7 µM]; GLS inh: 0%; BLM inh: 0%; BAZ2B block: 1%; POLI inh: 13%; HP1b binding inh: 23%

What do the screens show for `COc1ccccc1NC(=S)NC(=O)Cc1ccccc1`?
PGK inhibitor: -2%; JMJD2A Tudor: 0%; Pin1 inhibitor: -1%; GLS inh: 0%; POLI inh: 57%[activator]; HP1b binding inh: 31%[activator]

How did NC(=O)C1CC=CCC1C(=O)OCC(Cl)=C(Cl)Cl (stereo not given) do in these assays?
PGK inhibitor: -4%; JMJD2A Tudor: -13%; Pin1 inhibitor: -12%; G9a inh: inconclusive; GLS inh: 5%; BLM inh: -4%; POLI inh: 30%; HP1b binding inh: 23%

Results for COc1ccccc1CN(Cc1cc2cc(C)cc(C)c2[nH]c1=O)Cc1nnnn1CC1CCCO1 (stereo not given) ?
JMJD2A Tudor: -20%; Pin1 inhibitor: -1%; G9a inh: 6%[12.7 µM]; GLS inh: 4%; BLM inh: -3%; BAZ2B block: -2%; POLI inh: 24%; HP1b binding inh: 21%

Results for Cc1ccc(NS(=O)(=O)c2ccc(OCC(=O)N3CCOCC3)cc2)cc1 ?
PGK inhibitor: -5%; JMJD2A Tudor: -8%; Pin1 inhibitor: 0%; G9a inh: inconclusive; GLS inh: -14%; BLM inh: 0%; BAZ2B block: 3%; POLI inh: 54%[activator]; HP1b binding inh: 11%

Results for COCCn1cc(C(=O)c2ccccc2OCC(=O)Nc2cc(C)on2)cc(C#N)c1=O ?
PGK inhibitor: inactive; JMJD2A Tudor: -9%; Pin1 inhibitor: 0%; G9a inh: -32%[12.7 µM]; GLS inh: -4%; BLM inh: 3%; BAZ2B block: -9%; POLI inh: 14%; HP1b binding inh: 29%

How did CCOc1ccc(NC(=S)NS(=O)(=O)c2cc(Br)ccc2OCC)cc1 do in these assays?
PGK inhibitor: -9%; JMJD2A Tudor: -34%; Pin1 inhibitor: 0%; GLS inh: 16%; POLI inh: 8%; HP1b binding inh: inconclusive

What do the screens show for `CC(C)(C)c1ccc(/C=N/OCC(=O)NCc2ccc(F)cc2)cc1`?
PGK inhibitor: 2%; JMJD2A Tudor: 6%; Pin1 inhibitor: 2%; G9a inh: 32%[59 µM]; GLS inh: -1%; BLM inh: -15%; BAZ2B block: 1%; POLI inh: 105%[activator]; HP1b binding inh: 36%

What do the screens show for `O=C(c1ccc(F)cc1)N1CCC2(CC1)NCCc1[nH]cnc12`?
PGK inhibitor: inactive; JMJD2A Tudor: -10%; Pin1 inhibitor: 1%; G9a inh: inconclusive; GLS inh: -1%; BLM inh: -2%; BAZ2B block: 16%; POLI inh: 19%; HP1b binding inh: 22%

How did COc1cccc(CNC(=O)c2ccc(NC(=O)C3CCCO3)cc2)c1 (stereo not given) do in these assays?
PGK inhibitor: -5%; JMJD2A Tudor: -4%; Pin1 inhibitor: 1%; G9a inh: 7%[59 µM]; GLS inh: -6%; BLM inh: 4%; BAZ2B block: -4%; POLI inh: 31%[activator]; HP1b binding inh: 33%

Results for COc1cccc(-n2ccn(CC(=O)NCCc3ccccc3)c(=O)c2=O)c1 ?
PGK inhibitor: 5%; JMJD2A Tudor: -11%; Pin1 inhibitor: 0%; G9a inh: 89%[activator][59 µM]; GLS inh: 2%; BLM inh: -1%; BAZ2B block: 18%; POLI inh: 3%; HP1b binding inh: 39%[activator]

How did COc1cc(NC(=O)c2cc(C)no2)c(OC)cc1Cl do in these assays?
PGK inhibitor: inactive; JMJD2A Tudor: -10%; Pin1 inhibitor: -8%; G9a inh: -9%; GLS inh: 1%; BLM inh: 0%; BAZ2B block: 1%; POLI inh: 23%; HP1b binding inh: 36%

Results for CCCCOc1ccc(C(=O)N2CC(C)OC(C)C2)cc1 (stereo not given) ?
PGK inhibitor: -7%; JMJD2A Tudor: -5%; Pin1 inhibitor: 5%; G9a inh: -6%[2.33 µM]; GLS inh: 0%; BLM inh: 0%; BAZ2B block: -2%; POLI inh: -4%; HP1b binding inh: 26%

Gathered by group, the compounds so far containing an aryl thioether with sulfur outside any ring (two)
How did CCOCCOC(=O)C(C)Sc1n[nH]c(=O)[nH]c1=O (stereo not given) do in these assays?
PGK inhibitor: -4%; JMJD2A Tudor: -19%; Pin1 inhibitor: -7%; G9a inh: inconclusive; GLS inh: 4%; BLM inh: -4%; BAZ2B block: -7%; POLI inh: 6%; HP1b binding inh: 42%[activator]

How did Cc1ccc(NC(=O)C(C)Sc2nnc3ccccn23)cc1 (stereo not given) do in these assays?
PGK inhibitor: inactive; JMJD2A Tudor: -8%; Pin1 inhibitor: -1%; GLS inh: -3%; POLI inh: 16%; HP1b binding inh: 57%[activator]

Screening results from PubChem BioAssay.
